# FXIIa inh = inhibitors of human coagulation factor XIIa; P00748; purified FXIIa, Boc-QGR-AMC fluorogenic substrate, 2 h; inhibition, % at 5 µM; actives 0.3% (n = 220,000); AID 800; in the data active = inhibition above about 40%;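 note: 0% = enzyme with no compound and 100% = blank without enzyme; many of its hits are not listed in these tables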
# Runt-SMMHC FRET = blocks binding of human RUNX1 Runt domain to CBFb-SMMHC | Q01196+Q13951 | Cerulean-Runt/Venus-CBFb-SMMHC FRET ratio 530/480, 1 h | actives 0.74% (n = 220,000) | inhibition, % at 20 µM;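 active = mean inhibition across duplicate retests at 20 µM reaching about 50%, limit read from the data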;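 note: 0% = DMSO wells and 100% = wells with excess untagged CBFb-SMMHC; inhibitors lower the FRET ratio by blocking Runt binding to CBFb-SMMHC; some results filed as inactive read as strong as hits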
# Hck-Nef inh = human Hck-Nef kinase inhibition; Recombinant Hck-YEEI plus Nef, Z-Lyte FRET kinase assay; inhibition, % at 20 µM; actives 0.68% (n = 220,000);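 active = Hck-Nef kinase inhibition above about 50%, limit read from the data; inactive = inhibition below that limit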;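 note: 0% = DMSO with Hck plus Nef and 100% = Hck alone without Nef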
# Target sequence (P08631 whole entry, looked up): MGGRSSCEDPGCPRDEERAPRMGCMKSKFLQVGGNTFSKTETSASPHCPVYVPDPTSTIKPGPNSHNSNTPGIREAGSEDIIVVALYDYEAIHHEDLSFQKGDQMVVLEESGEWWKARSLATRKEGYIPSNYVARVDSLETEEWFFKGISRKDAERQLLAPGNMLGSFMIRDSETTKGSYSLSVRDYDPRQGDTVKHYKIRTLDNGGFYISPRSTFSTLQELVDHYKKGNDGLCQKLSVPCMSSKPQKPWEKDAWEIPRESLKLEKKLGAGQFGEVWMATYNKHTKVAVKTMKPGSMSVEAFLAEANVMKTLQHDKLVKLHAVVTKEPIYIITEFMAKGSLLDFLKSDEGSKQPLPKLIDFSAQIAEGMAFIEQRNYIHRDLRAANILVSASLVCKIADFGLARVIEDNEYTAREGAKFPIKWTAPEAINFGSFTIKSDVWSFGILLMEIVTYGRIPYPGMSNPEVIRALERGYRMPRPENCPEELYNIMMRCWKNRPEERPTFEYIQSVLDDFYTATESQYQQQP
# Thrombin inh = inhibitors of human thrombin. actives 0.26% (n = 220,000). alpha-thrombin, Boc-VPR-AMC fluorogenic substrate cleavage. AID 1046. inhibition, % at 5 µM;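 active = inhibition at or above 40%; inactive = inhibition below 40%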;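 note: 0% = enzyme with no compound and 100% = wells without enzyme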
#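 Material: human alpha-thrombin protein. Incubation: reaction at ambient temperature. Technique: fluorescence of released AMC, ex 355 nm, em 460 nm. Control set: no-compound enzyme wells and no-enzyme blanks. Also added: Boc-VPR-AMC substrate, 15 µM final. Buffer or medium: pH 7.5 Tris (50 mM) with NaCl 150 mM, Tween 20 0.05%.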
# 14-3-3 Bad PPI = disrupts binding of bovine 14-3-3 zeta to phospho-Bad peptide; TR-FRET 14-3-3zeta/Dy647-pBad peptide displacement, 1 h; inhibition, % at 21.7 µM; actives 0.71% (n = 220,000); P63103;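 active = inhibition above about 70%, limit read from the data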;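 note: 0% = full 14-3-3 plus peptide FRET controls and 100% = background without 14-3-3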
# Target sequence (P63103 whole entry, looked up): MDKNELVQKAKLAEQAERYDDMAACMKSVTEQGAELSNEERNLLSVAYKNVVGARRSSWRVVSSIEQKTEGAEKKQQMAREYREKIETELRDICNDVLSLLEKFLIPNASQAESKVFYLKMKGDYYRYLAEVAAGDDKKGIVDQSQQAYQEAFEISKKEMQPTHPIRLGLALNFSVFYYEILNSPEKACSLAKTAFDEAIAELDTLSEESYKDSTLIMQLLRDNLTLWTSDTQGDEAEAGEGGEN
# Runt-CBFb FRET = Runt domain-CBFb interaction inhibition. Cerulean-Runt/Venus-CBFb FRET ratio 530/480, 1 h. inhibition, % at 20 µM. actives 0.46% (n = 220,000);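 active = inhibition over about 50% at 20 µM in the single-dose screen, limit read from the data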;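 note: 0% = DMSO wells and 100% = excess unlabeled CBFb competitor control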
#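 Assay system: Cerulean-tagged RUNX1 Runt domain (FRET donor) fusion protein / Amount: 100 nM each of Venus-CBFb and Cerulean-Runt domain / Medium: Tris buffer pH 7.5 with salts and BSA / Also added: Venus-CBFb 100 nM / Schedule: 1 h complex formation plus 1 h compound treatment, room temperature / Signal: FRET fluorescence / Read-out: loss of energy transfer signal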
# FXIa inh 1536 = factor XIa (human) inhibition; P03951; purified FXIa, Boc-Glu-Ala-Arg-AMC fluorogenic substrate; inhibition, % at 5 µM; actives 0.14% (n = 220,000);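 active = inhibition of at least 40%; inactive = inhibition below 40%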;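 note: fluorescence of freed AMC excited at 355 nm; 0% = enzyme without compound and 100% = no enzyme blank; many of its hits are not listed in these tables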
# hK5 inh = inhibitors of human kallikrein 5; inhibition, % at 5 µM; actives 0.59% (n = 210,000); recombinant hK5, fluorogenic AMC substrate cleavage; Q9Y337;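 active = inhibition of 40% or more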;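 note: 0% = enzyme controls without compound and 100% = no-enzyme blanks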
# Target sequence (Q9Y337 67-293 limits assumed): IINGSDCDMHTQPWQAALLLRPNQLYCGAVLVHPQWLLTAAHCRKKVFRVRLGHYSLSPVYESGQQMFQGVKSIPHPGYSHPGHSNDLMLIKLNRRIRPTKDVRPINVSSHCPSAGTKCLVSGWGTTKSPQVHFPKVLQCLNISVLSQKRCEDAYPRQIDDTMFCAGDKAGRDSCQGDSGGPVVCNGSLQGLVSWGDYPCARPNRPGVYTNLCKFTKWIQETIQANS
# Wee1 degr inh = blocks degradation of human Wee1 kinase; HeLa Luc-Wee1K328M stability, luciferase luminescence; 100% = proteasome inhibitor MG132 effect; reporter increase, % at 5 µM; actives 1.2% (n = 220,000);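 active = activation above the mean of all tested compounds plus 3 SD, set per screening run, cut at about 8.8% in these data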;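 note: cells exposed to compound for 20 h before luminescence read; 0% = DMSO alone and 100% = MG132 at 30 µM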
# An asterisk follows results filed as active; x = not tested or not shown; [ ] = remark or other dose. Random draw from the library; about 4.2% have a hit in one of these screens.
SMILES,FXIIa inh,Runt-SMMHC FRET,Hck-Nef inh,Thrombin inh,14-3-3 Bad PPI,Runt-CBFb FRET,FXIa inh 1536,hK5 inh,Wee1 degr inh
O=c1cc[nH]c2ccc([N+](=O)[O-])cc12,2.3,6.0,18.4,-11.4,-12.8,5.9,1.9,-9.6,-4.6
CC(=O)NC[C@H]1CN(c2ccc(N3CCOCC3)c(F)c2)C(=O)O1,x,-1.1,x,x,-1.6,1.3,x,x,4.5
Cc1[nH]c2ccccc2c1C(=O)COC(=O)C1CC(=O)N(Cc2ccccc2)C1 (centres undefined),-0.4,1.5,-10.8,0.6,29.8[fluorescence artefact?],-0.6,-5.5,-0.1,4.9
Cc1cc(C(=O)OCC(=O)N2CC(=O)Nc3ccccc32)c(C)n1-c1ccccc1,10.1,-0.6,-0.8,8.9,-0.8[fluorescence artefact?],-0.5,4.8,60.1*,-3.6
C=CCn1c(SCC(=O)Nc2nnc(CC)s2)nnc1-c1cccnc1,11.1,2.2,-1.4,-3.3,-2.9,-0.4,1.6,12.2,-2.5
CCn1cc(C(=O)OCC(=O)Nc2ccc(S(=O)(=O)N3CCCC3)cc2)c(=O)c2ccc(C)nc21,6.8,-3.7,-0.2,6.2,39.4[fluorescence artefact?],-3.5,0.2,-3.6,-2.5
Cc1ccc(CSCCNC(=O)c2cccc([N+](=O)[O-])c2)cc1,6.3,-7.7,2.5,-2.8,3.6,-2.8,10.7,-1.1,-0.5
COCCNC(=O)NC(=O)COC(=O)Cc1ccc2c(c1)OCCO2,-9.4,2.8,0.5,-7.6,10.9,-1.3,-7.3,-0.2,-2.6
COc1ccc(Oc2ccc(N/C=C3\CCCC3=O)cc2)cc1,7.2,0.4,1.5,-10.3,-16.9[fluorescence artefact?],0.3,-1.1,-15.4,3.1
COc1c(O)cc2oc(-c3ccc(O)c(O)c3)cc(=O)c2c1O,2.9,-5.0,97.3*,0.0,33.8,12.0,0.9,-1.0,x
CC(=O)c1ccc(NC(=S)NCCCN2CCOCC2)cc1,5.5,-3.3,16.0,2.6,-13.6,-0.1,-6.2,0.8,-0.5
CCOC(=O)Cn1cc(C#N)c2ccccc21,8.3,1.9,15.9,-5.2,-10.2,-1.4,-3.1,-0.7,-0.2

# An excerpt from above in order of length of the SMILES, lowest first.
SMILES,FXIIa inh,Runt-SMMHC FRET,Hck-Nef inh,Thrombin inh,14-3-3 Bad PPI,Runt-CBFb FRET,FXIa inh 1536,hK5 inh,Wee1 degr inh
O=c1cc[nH]c2ccc([N+](=O)[O-])cc12,2.3,6.0,18.4,-11.4,-12.8,5.9,1.9,-9.6,-4.6
COCCNC(=O)NC(=O)COC(=O)Cc1ccc2c(c1)OCCO2,-9.4,2.8,0.5,-7.6,10.9,-1.3,-7.3,-0.2,-2.6
COc1c(O)cc2oc(-c3ccc(O)c(O)c3)cc(=O)c2c1O,2.9,-5.0,97.3*,0.0,33.8,12.0,0.9,-1.0,x

# Going on with the list:
SMILES,FXIIa inh,Runt-SMMHC FRET,Hck-Nef inh,Thrombin inh,14-3-3 Bad PPI,Runt-CBFb FRET,FXIa inh 1536,hK5 inh,Wee1 degr inh
Cc1noc(C)c1COc1cccc(C(=O)OC(C)C#N)c1 (centres undefined),14.0,-0.8,16.5,11.8,-0.9,-0.6,1.2,12.3,-2.6
CCCSc1nnc(N)s1,10.1,-1.1,-7.8,-2.7,0.7,-1.5,3.0,-5.5,2.5
CCN(CC)S(=O)(=O)c1cc(NC(=O)C2Cc3ccccc3C(=O)O2)ccc1C (centres undefined),6.6,1.0,20.8,-1.7,1.9,-0.1,-2.4,-0.8,7.1
O=C(N/N=C/c1cn(-c2ccccc2)nc1-c1cccnc1)c1ccccc1,7.5,0.1,21.9,-11.1,-4.7,-3.5,-1.5,3.4,-2.2
O=C(C1CC(=O)N(c2ccc3c(c2)OCCO3)C1)N1CCN(c2ccccc2)CC1 (centres undefined),9.0,-1.2,-1.1,0.0,6.9,-0.1,2.9,2.1,0.5
NC(=O)CSc1nnc(Cc2ccc3c(c2)OCO3)n1C1CCCCC1,11.2,2.7,0.0,1.4,2.4,0.4,-1.1,-0.1,0.0
CC(Sc1nc2c(cc1C#N)CCCCC2)C(=O)O (centres undefined),11.7,-4.5,6.5,-2.8,7.2,-2.0,1.1,18.3,-0.1
COc1cc(OC)c(C2N(c3ccc(Cl)c(Cl)c3)C(=O)C3CCCN32)cc1OC (centres undefined),-1.1,0.1,-1.0,-0.9,-9.0,0.6,0.0,-16.4,-1.6
N#CCCN1CCN(Cn2c3ccccc3c3ccccc32)CC1,6.2,-1.3,1.6,-3.6,-0.2,0.3,-11.9,-14.2,5.7
NNC(=O)CNC(=O)C12CC3CC(CC(C3)C1)C2,8.7,-1.9,17.7,-2.0,-6.2,-0.8,-2.5,0.6,-0.1
O=C(Nc1ccc(N2CCN(C(=O)c3ccco3)CC2)c(Cl)c1)c1cc2ccccc2o1,8.3,-1.7,10.5,1.9,-2.2,0.9,-4.3,40.0*,2.2
C/C(=N/NC(=O)CSc1nc2ccccc2s1)c1ccncc1,0.5,-0.9,8.0,-8.0,-10.4,-0.7,5.2,-0.9,-1.2
Cc1cccc(N=Nc2c(O)[nH]c3ccc(F)cc23)c1,12.4,-93.5,-41.6,4.9,1.6,-41.5,5.2,x,1.5
O=C(Nc1ccc2c(c1)OCO2)c1ccccc1SCC(=O)N1CCCC1,16.0,-5.5,8.8,0.9,-1.6,-1.9,-1.4,-14.4,0.1
Cc1nc2c(c(N3CCOCC3)n1)OCC(=O)N2,-2.7,0.8,-2.8,-7.8,73.7*,0.9,0.2,-23.1,2.5
Clc1nc2c(ccc3ccccc32)[nH]1,5.2,1.2,8.0,-2.9,-4.1,2.7,2.1,0.4,-2.8
COC(=O)CN1C(=O)C2(C(C#N)=C(N)Oc3cc(C)oc(=O)c32)c2ccccc21 (centres undefined),3.4,-0.6,0.4,-1.5,-8.5,2.3,-0.2,-4.2,-0.7
COc1ccc(Cl)cc1NC(=O)CN(C(=O)c1ccco1)C1CCCCC1,15.8,-2.8,-0.5,3.1,1.8,-1.0,9.1,7.4,-4.4
N#Cc1cc(-c2ccccc2)nnc1Sc1ccccc1,9.4,3.9,-2.0,0.1,10.8[fluorescence artefact?],2.8,-20.8,8.3,-1.6
Cc1ccc(-c2nn(CC(=O)NCc3cc(-c4nn(C)c(=O)c5ccccc45)ccc3C)c(=O)c3ccccc23)cc1,-1.7,0.4,-1.7,0.2,71.7*,-0.4,-3.6,8.0,3.5
CN(C)/C=C/C(=O)c1cnc(-c2ccc(Cl)cc2)s1,-2.3,-4.2,26.3,0.0,-4.8,-3.1,-2.3,-2.9,2.4
CC(=O)C1C(c2ccc(F)cc2)c2c(noc2C)CC1(C)O (centres undefined),-1.6,-2.0,9.4,-3.3,3.4,-0.2,-3.3,5.6,4.3
Cn1c(CSc2nnc(SCc3ccccc3)s2)nc2ccccc21,34.2,0.7,3.0,-0.1,4.7,0.5,11.3,9.9,-0.8
COc1ccc(-c2nc3ccc(N4CCCC4)cc3c(=O)[nH]2)cc1OC,9.7,17.8,19.9,-5.6,2.1[fluorescence artefact?],9.1,1.0,-138.1,-0.8
Cc1ccc2cn[nH]c2c1[N+](=O)[O-],-1.1,-0.7,18.9,-4.0,-1.3,0.4,-6.4,-11.1,5.8
COCCNc1nc(-c2ccccc2)nc2c1oc1ccccc12,9.4,-2.3,18.5,0.0,11.4,-3.0,-1.0,2.0,-1.4
CCCN(CCC)CCNC(=O)c1cc2c(C)nc3ccccc3c2o1,33.7,3.7,2.6,0.4,8.1,3.8,18.3,1.5,-2.2
COc1ccccc1C1C(C(C)=O)=C(C)N=c2s/c(=C\c3cc(OC)c(OC)c(OC)c3)c(=O)n21 (centres undefined),11.1,-59.6,1.0,8.0,-10.2,-28.4,-6.8,13.5,0.5
COc1cccc(NC(=O)c2nnn(Cc3ccc(Br)cc3F)c2N)c1,6.0,1.3,-4.0,-4.3,1.6,-1.2,-2.3,-2.0,2.1
CC(C)CNc1oc(-c2ccco2)nc1C#N,9.5,-5.3,0.5,-1.2,-5.1[fluorescence artefact?],-2.8,-2.0,-7.1,-0.8
COc1cc(/C=C/C(=O)Nc2nc3ccc(S(=O)(=O)NC(C)C)cc3s2)cc(OC)c1OC,-1.6,5.8,2.1,0.0,9.6,-0.3,5.4,-12.8,-0.8
O=C1c2ccccc2C(=O)N1CCCC(=O)N1CCCc2ccccc21,14.8,3.4,1.4,3.8,2.3,1.2,7.2,-1.2,-1.4
CCCC1S/C(=N/N=C/c2ccco2)NC1=O (centres undefined),6.7,0.8,2.9,1.8,-28.6[fluorescence artefact?],9.1,10.0,-15.7,2.7
CN(Cc1ccon1)C(=O)CC1C(=O)NCCN1CC1CCCCC1 (centres undefined),28.3,3.0,11.9,-1.7,-3.6,-1.0,60.0*,35.3,-2.8
CCCCNC(=O)CSc1nc2cc3c(cc2c(=O)n1CCCN(CC)CC)OCO3,-6.9,-0.8,-5.4,-3.0,16.2,-0.8,1.1,-11.2,0.8
COC(=O)C1=C(C(=O)OC)SC2(S1)C(C(=O)OC)=C(C(=O)OC)SC1=C2c2cccc(C)c2NC1(C)C,12.2,2.1,-25.0,4.1,-5.6,1.8,1.9,-0.1,1.3
O=C(CCn1cccc1)Nc1ccc(OC(F)(F)F)cc1,5.4,0.1,24.7,14.7,-6.5,-0.3,0.1,2.5,1.4
COc1cccc(CNC(=O)CCC2CCCN(C(=O)c3cc(C)on3)C2)c1 (centres undefined),12.1,0.8,23.4,1.9,-4.4,0.6,-0.2,4.4,-3.6
CCN1/C(=C/C(=O)c2ccco2)Sc2ccccc21,13.2,80.4,95.4*,-5.9,7.0,41.9,3.5,14.7,0.1
O=C(O)Cc1sc(Nc2ccccc2)nc1-c1cccs1,17.0,-3.0,18.4,5.5,0.3,30.8,2.6,7.8,7.0
CCN1CN(Cc2ccco2)CNC1=S,24.3,-3.3,3.1,-1.7,20.9,-1.1,22.2,-15.2,-0.9
CCS(=O)(=O)N1Cc2ccccc2CC1C(=O)N1CCN(c2cccc(C)c2C)CC1 (centres undefined),19.0,0.8,7.6,2.9,19.7[fluorescence artefact?],-0.7,0.4,3.9,0.0
NC(=O)CSc1ccc(-c2ccc(F)cc2)nn1,3.7,4.2,20.4,-7.1,-3.0,1.1,-7.3,-5.6,-2.5
COc1cccc(C(=O)COC(=O)CCC(=O)NC2CCCCC2)c1,2.4,2.8,22.1,-12.8,-7.8,-0.1,-3.3,-1.4,0.1
Cc1ccc(OCC(=O)Nc2ccc(N3CCOCC3)cc2)c([N+](=O)[O-])n1,4.9,-1.4,19.2,-11.8,0.8,0.5,-2.0,0.8,0.8
Cc1c(NC(=O)C(C)Oc2ncnc3ccccc23)c(=O)n(-c2ccccc2)n1C (centres undefined),18.3,-1.1,-1.4,3.5,-4.6,0.3,-11.9,5.0,-1.3
CC(C)N(Cc1nc(-c2ccccc2)no1)C(=O)CCCN1C(=O)c2ccccc2C1=O,0.4,-3.8,-6.5,-6.5,10.3,-3.5,-2.0,2.3,-2.8
